# Source: PubChem BioAssay
# Tn7 DDE FP = DD(E)-Tn7 binding inhibition, primary FP screen; P02675; inhibition, % at 8.3 µM; AID 720508; actives 0.13% (n = 370,000); FP displacement of FITC-Tn7 peptide from fibrin DD(E); 0% = median of compound wells per plate;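 active = inhibition above the mean of compounds falling within the control limits plus 3 SD of them, cut at about 14% in these data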;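 note: 0% = plate median of compound wells and 100% = 10 µM Aha-Tn7 peptide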
#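 Assay system: human fibrin DD(E) protein / Input: 2 µM fibrin DD(E) / Benchmarks: high control of 10 µM Aha-Tn7 peptide / Measured by: fluorescence polarization of the labelled Tn7 tracer / Medium: Tris buffer with calcium and detergent, pH 7.8 / Timing: 10 min compound pre-incubation, 3 h probe incubation at room temperature / Repeats: one replicate per compound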
# PLC-beta3 inh = blocks human PLC-beta3 enzyme activity. inhibition, % at 12.2 µM. AID 720704. actives 0.18% (n = 370,000). Purified PLC-beta3, fluorogenic substrate, fluorescence. Q01970; in the data active = inhibition above about 11%;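 note: 0% = median of compound wells on plate and 100% = full blocker control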
# Target sequence (Q01970 whole entry, looked up): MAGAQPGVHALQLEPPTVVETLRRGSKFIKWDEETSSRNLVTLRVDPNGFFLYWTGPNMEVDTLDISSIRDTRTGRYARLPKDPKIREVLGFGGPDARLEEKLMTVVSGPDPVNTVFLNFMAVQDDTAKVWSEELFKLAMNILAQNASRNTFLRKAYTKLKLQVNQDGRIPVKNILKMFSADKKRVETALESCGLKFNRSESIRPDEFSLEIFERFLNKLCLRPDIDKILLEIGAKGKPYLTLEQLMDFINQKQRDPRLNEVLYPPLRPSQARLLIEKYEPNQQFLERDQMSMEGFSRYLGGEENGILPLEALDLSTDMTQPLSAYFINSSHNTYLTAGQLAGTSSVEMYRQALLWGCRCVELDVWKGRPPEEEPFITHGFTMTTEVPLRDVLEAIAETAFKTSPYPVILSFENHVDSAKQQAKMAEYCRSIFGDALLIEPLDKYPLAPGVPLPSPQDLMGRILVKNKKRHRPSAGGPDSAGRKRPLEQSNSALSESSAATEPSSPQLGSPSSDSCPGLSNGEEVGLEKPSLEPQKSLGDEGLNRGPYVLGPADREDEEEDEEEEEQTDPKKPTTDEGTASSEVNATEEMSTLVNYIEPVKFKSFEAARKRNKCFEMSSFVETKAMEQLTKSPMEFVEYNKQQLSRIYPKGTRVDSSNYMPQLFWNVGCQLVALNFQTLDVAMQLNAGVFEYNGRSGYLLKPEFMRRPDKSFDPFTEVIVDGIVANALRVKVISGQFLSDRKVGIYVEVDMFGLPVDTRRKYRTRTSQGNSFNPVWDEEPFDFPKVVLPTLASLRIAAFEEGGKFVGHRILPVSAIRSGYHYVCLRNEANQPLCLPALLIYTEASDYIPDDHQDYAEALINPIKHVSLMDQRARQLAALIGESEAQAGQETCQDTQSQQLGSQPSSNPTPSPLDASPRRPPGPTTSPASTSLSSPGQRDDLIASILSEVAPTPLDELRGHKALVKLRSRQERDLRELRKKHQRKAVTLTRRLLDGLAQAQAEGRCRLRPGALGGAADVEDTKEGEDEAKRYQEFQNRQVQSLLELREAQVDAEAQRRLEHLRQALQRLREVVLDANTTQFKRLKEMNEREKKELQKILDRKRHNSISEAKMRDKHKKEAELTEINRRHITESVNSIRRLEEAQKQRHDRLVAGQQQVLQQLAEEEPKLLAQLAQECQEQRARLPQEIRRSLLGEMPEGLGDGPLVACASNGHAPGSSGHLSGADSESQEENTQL
# DDE Tn6 FP inh = inhibitors of Tn6 peptide binding to human fibrin DD(E); P02675; Fibrin DD(E) TRITC-Tn6 fluorescence polarization displacement; inhibition, % at 8.3 µM; actives 0.21% (n = 370,000);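 active = inhibition above a per-campaign cutoff: mean of compounds within control limits plus 3 SD, cut at about 15% in these data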;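 note: 0% = median of all compound wells on the plate and 100% = blocking peptide control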
# ARFGAP1 inhibitor = inhibits rat ARF GTPase activating protein 1. Arfgap1-stimulated ARF1 GTP hydrolysis, GDP FP detection. inhibition, % at 16.5 µM. actives 0.26% (n = 360,000). AID 651572;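 active = inhibition above a per-plate limit, mean inhibition of low control wells plus 3 SD, cut at about 25% in these data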;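 note: 0% = DMSO wells with enzyme and 100% = wells lacking Arfgap1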
#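 Replicates: Single well per compound | Assay system: Truncated rat Arfgap1 GAP domain | Control set: No-Arfgap1 wells (100%) versus DMSO full-reaction wells (0%) | Times: Enzyme reaction 120 min at 25 °C after 20 min preincubation | Reagent: Human ARF1(Δ1-17)-GTP substrate | Measured by: Tracer-displacement fluorescence polarization with EDTA stop, 620/688 nm | Measure: Percent inhibition of Arfgap1-stimulated GTP hydrolysis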
# TDP2 absorb = TDP2 (human) inhibition, absorbance primary screen | recombinant TDP2, T5PNP hydrolysis, p-nitrophenol absorbance 415 nm | inhibition, % at 12.8 µM | actives 0.34% (n = 370,000) | AID 720702;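 active = inhibition above the mean of all tested compounds plus 3 SD, set per campaign, cut at about 25% in these data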;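 note: 0% = DMSO with enzyme and 100% = buffer with substrate but no TDP2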
#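 Evaluation: % inhibition relative to enzyme-containing and enzyme-free wells. Material: recombinant human TDP2. Benchmarks: enzyme-free and DMSO wells. Timing: enzyme reaction with compound for 2 h at 37 °C. Compound dosing: 12.8 µM only. Measured by: p-Nitrophenol epi absorbance. Reagent: T5PNP substrate at 5 mM, a TopII-DNA adduct mimic. Replication: single well per compound.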
# ADAM10 inh = inhibitors of human ADAM10 | actives 0.62% (n = 370,000) | inhibition, % at 7 µM | AID 720582 | recombinant ADAM10, EDANS/DABCYL FRET peptide cleavage, 3 h | O14672;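 active = inhibition above a per-campaign cutoff equal to the mean of compounds falling between control-based bounds plus 3 SD, cut at about 20% in these data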;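 note: 0% = DMSO wells while the 100% control is not disclosed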
# ASAP1 GAP inh = blocks human ASAP1-stimulated Arf1 GTP hydrolysis; Q9ULH1; GDP FP detection; inhibition, % at 16.5 µM; actives 0.19% (n = 360,000); AID 624377; in the data active = inhibition above about 25%;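 note: 0% = vehicle with enzyme and substrate and 100% = no enzyme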
# SIAE primary = inhibitors of human sialic acid acetylesterase SIAE; SIAE FP-Rh probe binding, fluorescence polarization; inhibition, % at 9.66 µM; actives 0.69% (n = 370,000); AID 1053197;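 active = inhibition above a cutoff: mean of compounds within the control limits plus 3 SD of those, cut at about 17% in these data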;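 note: 0% = plate median of compound wells and 100% = probe without SIAE protein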
# PLCg1 inh = blocks human PLC-gamma1 enzyme activity. P19174. purified PLC-gamma1, fluorogenic substrate, fluorescence. inhibition, % at 12.2 µM. actives 0.84% (n = 370,000). AID 720700; in the data active = inhibition above about 9.5%
# ADAM17 inh = ADAM17 inhibition, QFRET primary screen | inhibition, % at 6.95 µM | recombinant ADAM17, EDANS/DABCYL FRET peptide cleavage | actives 0.83% (n = 370,000) | P78536;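 active = inhibition above the mean of compounds lying between control limits plus 3 SD, set per campaign, cut at about 8.5% in these data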;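 note: 0% = DMSO-only wells as the low control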
# Starred values were filed as active, the others as inactive; i = inactive; / = not tested or not shown.
nr	canonical_smiles	Tn7 DDE FP	PLC-beta3 inh	DDE Tn6 FP inh	ARFGAP1 inhibitor	TDP2 absorb	ADAM10 inh	ASAP1 GAP inh	SIAE primary	PLCg1 inh	ADAM17 inh
1	C/C(=N\NC(=O)c1ccn[nH]1)c1cn(C)nc1C	2	3	3	-10	4	-1	-13	5	0	-3
2	Cc1cc(C)cc(N(C(=O)c2nsc(Cl)c2Cl)C(C(=O)NC2CCCC2)c2ccc(O)cc2)c1 (stereo not drawn)	4	1	-3	1	6	2	14	1	-1	1
3	Cc1ccc(-c2cc(C(=O)N3CCN(c4ncccn4)CC3)c3cc(Br)ccc3n2)o1	1	-33	5	11	0	-21	-10	-4	-23	-12
4	CCOc1ccc(NC(=O)CN2C(=O)NC(C)(c3ccc(OC(F)F)cc3)C2=O)cc1 (stereo not drawn)	5	-4	1	3	-1	8	7	4	1	-4
5	CC(Nc1c[nH]c(=O)[nH]c1=O)c1ccccc1 (stereo not drawn)	-4	-2	8	4	4	-1	-5	0	2	-1
6	Cc1nc(SCc2ccccc2)nc2c1CCC2	1	-1	-1	-10	-4	-5	-7	5	-5	0
7	Cc1ccc(Cn2ncc3c(N4CCOCC4)ncnc32)cc1	3	-1	-4	3	3	-6	-5	-2	4	-1
8	c1ccc(Cn2cc(CSc3ccccc3)nn2)cc1	9	4	-5	3	10	-6	-11	0	0	-6
9	COc1ccc(C(C)(C)C)cc1S(=O)(=O)N1CCN(C)CC1	-5	2	0	-9	5	-1	-3	0	2	1
10	Cc1nc2ccccc2c(=O)n1NC(=O)c1ccc(Cl)c([N+](=O)[O-])c1	4	-5	2	-1	7	3	-2	1	4	-4
11	COC(=O)[C@@H]1C[C@@]2(O)[C@H](O)[C@H](O)[C@H](O)C[C@H]2N1CC(c1ccccc1)c1ccccc1	-2	-2	-3	2	-4	4	4	-3	0	0
12	CCOC(=O)C1CCCCN1C(=O)/C(=C/c1ccc(OC)cc1)c1ccc(OC)c(OC)c1 (stereo not drawn)	-3	-5	-2	11	1	-1	0	0	0	0
13	OC(CN1CCN(C(c2ccccc2)c2ccccc2)CC1)c1ccc(Br)cc1 (stereo not drawn)	2	-4	-3	7	2	-1	-3	4	2	0
14	Nn1c(SCC(=O)Nc2ccccc2)nnc1-c1cccnc1	0	-1	-1	-9	0	-3	-12	3	-1	-2
15	CCn1nc(C)cc1-c1nnc(SCC(=O)Nc2ccccc2)n1CCCOC	0	-2	4	9	-6	-4	-3	-7	0	-6
16	OCC[C@@H]1C[C@@H](O)[C@H](O)[C@]2(Cc3ccccc3CCO2)O1	-5	5	-2	-5	0	0	8	1	-8	-4
17	COC1OC(O)C(NC(=O)C(F)(F)F)CC1O (stereo not drawn)	0	1	-3	-1	-2	-9	-9	4	1	1
18	Cc1cc(N2CCN(C3CCCCC3)CC2)nc2cccc(O)c12	8	-45	0	7	-4	-32	-5	0	-38	-14
19	Cc1sc(NC(=O)c2ccco2)c(C(c2cccnc2)N2CCC(C)CC2)c1C (stereo not drawn)	-3	-55	-6	-6	4	2	7	-3	-55	1
20	CCOC(=O)c1ccc(NC(=O)Cn2nnc(-c3ccc(F)cc3)n2)cc1	2	-2	-7	11	-6	-8	7	-2	-3	-3
21	COc1ccc(N2C(S)=C(C#N)C(=O)NC2c2ccco2)cc1 (stereo not drawn)	11	1	0	5	3	4	-7	5	0	-2
22	CC(C)=CC(=O)Nc1ccccc1C(N)=O	-5	2	-5	15	5	10	5	0	9	2
23	Nc1nc(Sc2ncccc2[N+](=O)[O-])n[nH]1	-3	-4	-2	-11	2	-10	3	2	3	-3
24	NS(=O)(=O)c1ccc(CCNC(=O)/C=C/c2ccc(S(=O)(=O)N3CCOCC3)cc2)cc1	3	-10	-6	0	3	-14	-4	-2	-1	-4
25	Cc1ccc(C(=O)C[n+]2cc(Br)cc(Br)c2)cc1	4	-14	2	-2	11	-3	5	6	-3	-3

# Reprinted from the part before: two entries; new compounds follow.
nr	canonical_smiles	Tn7 DDE FP	PLC-beta3 inh	DDE Tn6 FP inh	ARFGAP1 inhibitor	TDP2 absorb	ADAM10 inh	ASAP1 GAP inh	SIAE primary	PLCg1 inh	ADAM17 inh
24	NS(=O)(=O)c1ccc(CCNC(=O)/C=C/c2ccc(S(=O)(=O)N3CCOCC3)cc2)cc1	3	-10	-6	0	3	-14	-4	-2	-1	-4
25	Cc1ccc(C(=O)C[n+]2cc(Br)cc(Br)c2)cc1	4	-14	2	-2	11	-3	5	6	-3	-3
26	COc1ccccc1C=NNC(=O)CSc1nc2ccccc2n1Cc1ccc(Cl)cc1	5	2	0	/	2	13	/	-12	1	7
27	CCn1cnc2sc(-c3ccccc3)cc2c1=O	-4	2	1	3	2	-9	9	-4	0	-3
28	Cc1ccc(Cn2c(CN3CCOCC3)nc3c2c(=O)[nH]c(=O)n3C)cc1	-6	3	0	-6	9	2	8	10	0	-2
29	C/C(N)=C(/C#N)C(=O)COC(=O)CCCNC(=O)c1ccc(Cl)cc1	-3	-6	0	16	-1	-12	-5	-4	-1	-5
30	OC(COc1cccc(OCC(O)CN2CCCC2)c1)CN1CCCC1 (stereo not drawn)	-3	-4	-3	28*	4	-4	4	-2	2	-1
31	C[C@H]1NC(=O)[C@]2(C)[C@@H](c3ccccc3)[C@H]3COc4ccccc4[C@H]3N2C1=O	2	3	1	4	5	-4	3	-2	2	-3
32	O=C(/C=C\c1cn(-c2ccccc2)nc1-c1cccs1)N1CCOCC1	-9	i	-3	-7	-13	-230	-6	-9	i	-77
33	CC(C)(C)c1ccc(Oc2ccc(NC(=O)c3ccccc3C(=O)O)cn2)cc1	-7	-6	6	-7	9	-14	-8	4	-2	-4
34	O=C(CN1CCCCC1)NC(=O)NCc1ccccc1	1	2	-8	5	-4	-6	8	2	2	-3
35	O=C(Nc1ccccc1C(=O)N1CCCCC1)c1ccc(Cl)cc1Cl	-3	-5	4	7	-3	11	-4	-10	4	2
36	CCC(=O)OCC(=O)Nc1cc(C)c(C)cc1[N+](=O)[O-]	3	2	-7	-7	10	-1	9	0	1	-1
37	Cc1nc2c(c(=O)c3ccccc3n2C)c(=O)n1C1CCCCCC1	0	-2	-3	3	-7	4	-9	-1	2	2
38	O=C1CSCN1c1ccc(Cl)c(Cl)c1	-6	2	-4	-1	-12	0	5	0	1	2
39	C[C@@H]1NC(=O)[C@@]2(C)[C@@H](c3ccccc3)[C@H]3COc4ccc(Cl)cc4[C@@H]3N2C1=O	5	-1	2	9	8	-6	4	3	-2	-3
40	O=C1C2CC=CCC2C(=O)N1CC(=O)N(Cc1ccccc1)C1CCS(=O)(=O)C1 (stereo not drawn)	3	4	-2	-13	-8	11	2	-5	5	0
41	Cc1cc(C(=O)Nc2cccc(S(=O)(=O)N3CCCCC3)c2)c2ccccc2n1	12	-6	12	-6	3	15	-11	-6	-1	4
42	O=C(CN1CCN(S(=O)(=O)N2CCCCCC2)CC1)Nc1ccc(F)cc1	1	-3	-10	-1	0	2	4	-3	0	2
43	COCC(=O)Nc1cc(Cl)ccc1C	1	3	5	5	-11	-4	-10	7	1	-2
44	CC(=C\c1ccccc1)/C=C1/SC(=S)N(C(C(=O)O)C(C)C)C1=O (stereo not drawn)	-1	0	-1	-14	-10	7	-12	-1	-3	0
45	O=c1ccc2nc3ccccc3sc-2c1	-3	-46	20*	0	-2	-29	5	13	-33	-9
46	CCN(CC)CCCn1c2c(c(SCC(=O)Nc3cccc(C(C)=O)c3)nc1=O)CCC2	-3	-5	7	0	9	-3	-5	3	2	-1
47	CN(CC(O)COc1c(F)cc(Br)cc1F)C1CCCCC1 (stereo not drawn)	-4	0	-3	4	7	1	-11	-6	3	-2
48	COc1ccc(-c2cc(NC(C)=O)c3ncc(-c4ccc(OC)c(OC)c4)n3c2)cc1OC	7	-116	-5	0	15	-87	14	0	-85	-23
49	Cc1ccc(Cl)cc1N1CCN(S(=O)(=O)c2ccc(-c3ccc(=O)[nH]n3)o2)CC1	8	-9	4	-14	-1	-2	-5	4	1	2
50	COc1ccc2[nH]c(=O)c(CN(CCCN3CCOCC3)C(=O)NCc3ccccc3)cc2c1	-4	-31	-3	0	-3	-251	5	3	-27	-67

# (listing goes on)
nr	canonical_smiles	Tn7 DDE FP	PLC-beta3 inh	DDE Tn6 FP inh	ARFGAP1 inhibitor	TDP2 absorb	ADAM10 inh	ASAP1 GAP inh	SIAE primary	PLCg1 inh	ADAM17 inh
51	CCCCNC(=O)CCCCn1c(=S)[nH]c2c([nH]c3ccc(OC)cc32)c1=O	-3	-9	-9	7	2	-26	8	3	0	-4
52	CCOC(=O)N/N=C/c1ccc(OCCSc2ccc(Cl)cc2)c(OCC)c1	1	-1	6	-1	-10	1	1	10	-1	1
53	CC(=O)Nc1cccc(-c2ccnc3c2CC(C(=O)Nc2ccc(Cl)cc2)O3)c1 (stereo not drawn)	2	6	3	-4	1	16	-7	-18	7	6
54	O=C(C1CCCN(S(=O)(=O)c2cccc3nonc23)C1)N1CCC(Cc2ccccc2)CC1 (stereo not drawn)	1	3	-2	-19	-3	-2	1	-5	-3	-6
55	O=C(/C=C/c1ccc(F)cc1)Nc1ccc(S(=O)(=O)Nc2ncccn2)cc1	-3	-12	-9	-8	10	6	-8	-8	-2	-2
56	C[C@H](O)[C@@H]1CN2CCc3c([nH]c4cccc(-c5ccccc5)c34)[C@@H]2C[C@@H]1N(C)C(=O)Nc1ccccc1	-6	-73	-4	/	-3	-50	/	5	-56	-14
57	COc1ccc(/C=N/NC(=O)Nc2cccc3nsnc23)cc1OC	0	-6	4	0	6	0	1	1	-6	1
58	COc1ccc2c(c1)CCC/C2=N/OC(=O)c1ccccc1OC	0	1	-6	-8	13	0	1	4	0	1
59	CCOC(=O)/C(C#N)=C/c1cccn1-c1ccc(Cl)cc1	0	-2	0	6	-20	1	1	2	2	2
60	Cc1cccc(N2CCN(C(C(=O)NCc3ccccc3)c3ccco3)CC2)c1C (stereo not drawn)	0	1	1	12	-7	-9	2	-3	-4	1
61	COc1ccc(C(C)(NC(C)=O)c2nc(-c3cncnc3)cs2)cc1 (stereo not drawn)	-7	3	1	7	-6	-3	-7	-7	0	2
62	O=C1CC(NS(=O)(=O)c2cccs2)CN1c1cccc(F)c1 (stereo not drawn)	-3	6	2	5	15	-3	-5	-2	-1	1
63	Cc1cccc(N2CCN(C(=O)c3ccncc3)CC2)c1C	-13	4	2	0	-3	-5	-16	6	4	1
64	CCc1nc2ccc(C(=O)NCCOc3ccc(OC)cc3)cn2c1N(C)Cc1nccn1C	1	-4	2	-12	13	-17	7	-2	-2	-5
